Screening data deposited in PubChem BioAssay by The Scripps Research Institute Molecular Screening Center.
proKLK7 act: activates the human kallikrein-7 zymogen; purified proKLK7, EDANS-DABCYL substrate fluorescence; 100% is mature enzyme control, 0% vehicle; 370,000 tested, 0.9% active; activation, % at 7 µM;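 active = activation above the mean of all tested compounds plus 3 SD, computed per campaign excluding outliers beyond control limits, cut at about 13% in these data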
UHRF1 binding: UHRF1 methyl-DNA binding inhibition | Q96T88 | UHRF1 binding to methylated oligo, TR-FRET | inhibition, % at 4.4 µM | 370,000 tested, 0.75% active; in the data active = inhibition above about 21%;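 note: UHRF1 SRA domain binding a hemimethylated CpG hairpin DNA probe; 0% = median of test compound wells and 100% = reference inhibitor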
ARFGAP1 inh: rat ARFGAP1 inhibition | inhibition, % at 16.5 µM | AID 651572 | 360,000 tested, 0.26% active | Q62848 | Arfgap1-stimulated ARF1 GTP hydrolysis, GDP FP detection;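 active = inhibition above a per-plate limit, mean inhibition of low control wells plus 3 SD, cut at about 25% in these data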;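 note: 0% = DMSO wells with enzyme and 100% = wells lacking Arfgap1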
Target sequence (Q62848 1-136 limits assumed): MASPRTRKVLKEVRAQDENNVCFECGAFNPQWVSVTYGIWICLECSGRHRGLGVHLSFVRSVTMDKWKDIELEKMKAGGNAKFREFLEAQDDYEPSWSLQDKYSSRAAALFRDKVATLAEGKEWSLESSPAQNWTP
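Material: truncated rat Arfgap1 GAP domain; Incubation: compound-enzyme preincubation 20 min, reaction 120 min, detection 60 min, 25 °C; Read-out: percent inhibition of Arfgap1-stimulated GTP hydrolysis; Technique: FP, GDP Alexa 633 tracer displaced from anti-GDP antibody, 620/688 nm; Controls: No-Arfgap1 wells (100%) versus DMSO full-reaction wells (0%); Replication: single well per compound.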
ADAM17 inh: inhibits human ADAM17; recombinant ADAM17, EDANS/DABCYL FRET peptide cleavage; inhibition, % at 6.95 µM; 370,000 tested, 0.83% active; AID 720648;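 active = inhibition above the mean of compounds lying between control limits plus 3 SD, set per campaign, cut at about 8.5% in these data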;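 note: 0% = DMSO-only wells as the low control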
MBD2 DNA inh: blocks human MBD2 binding to methylated DNA; Q9UBB5; TR-FRET, MBD2 binding to methylated oligonucleotide; inhibition, % at 4.4 µM; 370,000 tested, 0.31% active; in the data active = inhibition above about 13%
PLC-gamma1 inh: inhibitors of human phospholipase C gamma1 | P19174 | purified PLC-gamma1, fluorogenic substrate, fluorescence | inhibition, % at 12.2 µM | 370,000 tested, 0.84% active | AID 720700; in the data active = inhibition above about 9.5%
Tn7 DDE FP: inhibitors of Tn7 peptide binding to human fibrin DD(E); P02675; FP displacement of FITC-Tn7 peptide from fibrin DD(E); 0% = median of compound wells per plate; inhibition, % at 8.3 µM; 370,000 tested, 0.13% active;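 active = inhibition above the mean of compounds falling within the control limits plus 3 SD of them, cut at about 14% in these data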;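 note: 0% = plate median of compound wells and 100% = 10 µM Aha-Tn7 peptide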
Target sequence (P02675 whole entry, looked up): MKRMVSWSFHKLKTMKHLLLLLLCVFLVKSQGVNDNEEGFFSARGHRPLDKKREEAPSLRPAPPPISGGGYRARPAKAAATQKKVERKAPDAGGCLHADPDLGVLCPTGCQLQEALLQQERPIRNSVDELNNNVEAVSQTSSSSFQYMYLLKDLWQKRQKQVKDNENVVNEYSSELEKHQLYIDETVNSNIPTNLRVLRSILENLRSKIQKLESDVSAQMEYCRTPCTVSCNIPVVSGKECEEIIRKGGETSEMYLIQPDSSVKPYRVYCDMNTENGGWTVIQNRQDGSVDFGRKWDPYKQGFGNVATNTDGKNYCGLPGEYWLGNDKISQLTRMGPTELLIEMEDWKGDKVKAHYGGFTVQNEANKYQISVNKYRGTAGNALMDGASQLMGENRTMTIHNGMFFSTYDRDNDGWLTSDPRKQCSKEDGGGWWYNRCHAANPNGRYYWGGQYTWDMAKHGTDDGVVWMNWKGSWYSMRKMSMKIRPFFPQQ
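Assay system: Fibrin-DD(E) protein isolated from polymerized human fibrin clots; read-out basis: percent inhibition; medium: Tris/NaCl/CaCl2 buffer, pH 7.8; signal: FP measurement; incubation: 10 min plus 3 h, room temperature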
ASAP1 GAP inh: ASAP1 ArfGAP inhibition. ASAP1-stimulated ARF1 GTP hydrolysis, GDP FP detection. 360,000 tested, 0.19% active. inhibition, % at 16.5 µM. Q9ULH1; in the data active = inhibition above about 25%;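 note: 0% = vehicle with enzyme and substrate and 100% = no enzyme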
Target sequence (Q9ULH1 325-724 limits assumed): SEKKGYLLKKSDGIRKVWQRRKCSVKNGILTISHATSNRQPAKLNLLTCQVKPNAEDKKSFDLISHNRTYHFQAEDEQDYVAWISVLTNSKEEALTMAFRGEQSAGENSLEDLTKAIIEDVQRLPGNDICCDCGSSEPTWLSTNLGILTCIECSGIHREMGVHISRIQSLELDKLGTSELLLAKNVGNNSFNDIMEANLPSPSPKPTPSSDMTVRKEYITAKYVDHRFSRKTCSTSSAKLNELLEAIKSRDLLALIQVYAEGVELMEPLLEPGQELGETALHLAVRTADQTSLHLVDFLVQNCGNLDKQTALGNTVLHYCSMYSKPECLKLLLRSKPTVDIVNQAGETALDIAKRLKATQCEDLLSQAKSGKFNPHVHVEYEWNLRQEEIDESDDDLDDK
DDE Tn6 FP inh: disrupts Tn6 cyclic peptide binding to fibrin D-Dimer-E complex; inhibition, % at 8.3 µM; Fibrin DD(E) TRITC-Tn6 fluorescence polarization displacement; P02675; 370,000 tested, 0.21% active; AID 720509;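 active = inhibition above a per-campaign cutoff: mean of compounds within control limits plus 3 SD, cut at about 15% in these data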;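 note: 0% = median of all compound wells on the plate and 100% = blocking peptide control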
PLC-beta3 inh: blocks human PLC-beta3 enzyme activity. Q01970. Purified PLC-beta3, fluorogenic substrate, fluorescence. inhibition, % at 12.2 µM. 370,000 tested, 0.18% active. AID 720704; in the data active = inhibition above about 11%;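 note: 0% = median of compound wells on plate and 100% = full blocker control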
Active calls of the source: *; . = not tested or not shown; & = joins results of further samples.

Start of the data: the first six compounds, ahead of the listing:
SMILES | proKLK7 act | UHRF1 binding | ARFGAP1 inh | ADAM17 inh | MBD2 DNA inh | PLC-gamma1 inh | Tn7 DDE FP | ASAP1 GAP inh | DDE Tn6 FP inh | PLC-beta3 inh
CCCCC(=O)Nc1nc(C)c(-c2csc(Nc3cc(Cl)ccc3OC)n2)s1 | 0.0 | 1 | 9 | 3 | -7 | -8 | -8 | -6 | 0 | -13
Cc1nc(N)nc(N)c1Oc1ccc(Cl)cc1 | -0.1 | 2 | 3 | -3 | 2 | 2 | -1 | -5 | 4 | 0
O=c1cnnc(Nc2cccc(C(F)(F)F)c2)[nH]1 | -0.4 | 0 | 4 | -2 | 0 | 2 | -5 | 0 | 4 | 0
COc1cccc(NC(=O)Cn2c(=O)n(CCC(=O)NC3CCN(Cc4ccccc4)CC3)c(=O)c3ccccc32)c1 | -0.8 | 2 | 2 | -1 | -1 | 3 | -9 | 6 | 0 | -4
Cn1c(SCC(=O)Nc2cc(C(C)(C)C)nn2-c2ccccc2)nc2ccccc21 | 0.0 | 1 | -15 | 0 | 0 | 0 | 6 | -1 | 5 | 1
CCOc1ccc(NC(=O)CSc2nnc(-c3ccncc3)n2CC2CCCO2)cc1 (stereo unspecified) | 0.9 | 6 | 0 | 4 | -3 | 7 | -4 | 1 | 1 | 5

Results, previewed entries included:
SMILES | proKLK7 act | UHRF1 binding | ARFGAP1 inh | ADAM17 inh | MBD2 DNA inh | PLC-gamma1 inh | Tn7 DDE FP | ASAP1 GAP inh | DDE Tn6 FP inh | PLC-beta3 inh
CCCCC(=O)Nc1nc(C)c(-c2csc(Nc3cc(Cl)ccc3OC)n2)s1 | 0.0 | 1 | 9 | 3 | -7 | -8 | -8 | -6 | 0 | -13
Cc1nc(N)nc(N)c1Oc1ccc(Cl)cc1 | -0.1 | 2 | 3 | -3 | 2 | 2 | -1 | -5 | 4 | 0
O=c1cnnc(Nc2cccc(C(F)(F)F)c2)[nH]1 | -0.4 | 0 | 4 | -2 | 0 | 2 | -5 | 0 | 4 | 0
COc1cccc(NC(=O)Cn2c(=O)n(CCC(=O)NC3CCN(Cc4ccccc4)CC3)c(=O)c3ccccc32)c1 | -0.8 | 2 | 2 | -1 | -1 | 3 | -9 | 6 | 0 | -4
Cn1c(SCC(=O)Nc2cc(C(C)(C)C)nn2-c2ccccc2)nc2ccccc21 | 0.0 | 1 | -15 | 0 | 0 | 0 | 6 | -1 | 5 | 1
CCOc1ccc(NC(=O)CSc2nnc(-c3ccncc3)n2CC2CCCO2)cc1 (stereo unspecified) | 0.9 | 6 | 0 | 4 | -3 | 7 | -4 | 1 | 1 | 5
COc1ccccc1NC(=O)CN(Cc1ccco1)C(=O)c1cc(Cl)c(OC)c(OC)c1 | 0.5 | -2 | 16 | 0 | 2 | -4 | -3 | 6 | -6 | -1
O=C(COc1ccccc1)Nc1cccc(-c2ccc(N3CCOCC3)nn2)c1 | -0.1 | -1 | -2 | -5 | 4 | -9 | 3 | 15 | 1 | -18
O=C(COc1ccc(NC(=O)c2cccs2)cc1)c1ccc(F)cc1 | -0.3 | 0 | 8 | -8 | 4 | 1 | 2 | -1 | -1 | -4
C=CCN1C(=O)c2ccc(C(=O)N(C)CC(=O)Nc3cccc(F)c3)cc2C1=O | -0.3 | 0 | 8 | 0 | 4 | 2 | -8 | -4 | 1 | -6
OC(COc1ccc2ccccc2c1)CN1CCOCC1 (stereo unspecified) | 0.2&0.3 | 2&0 | 8&-3 | -5&1 | 2&-6 | 0&3 | 6&1 | 1&-3 | 1&-6 | -2&4
O=C(O)CCC(=O)N1N=C(c2ccccc2)CC1c1ccc2nccnc2c1 (stereo unspecified) | -0.1 | -2 | 2 | -3 | 3 | -4 | -5 | -1 | -9 | -8
COc1ccccc1C(=O)N1CCN(S(=O)(=O)c2ccccc2)CC1 | -0.1 | -2 | 2 | 2 | 3 | 3 | -5 | 11 | -2 | 1
COc1cccc(OCC(=O)NNC(=O)c2cnccn2)c1 | 0.1 | -3 | 11 | -4 | -5 | 4 | -3 | -20 | 1 | 3
N#CCCN(C(=O)COC(=O)CNC(=O)c1cccs1)c1ccc(F)cc1 | 0.9 | 0 | 6 | -3 | 4 | 6 | 4 | 9 | 1 | -3
COC(=O)C1=C(C)NC(=O)NC1C1CC=CCC1 (stereo unspecified) | 0.0 | -2 | -9 | -6 | -3 | 4 | 2 | 7 | 1 | -2
O=C(O)Cc1ccc2ocnc2c1 | -0.8 | -4 | 4 | -4 | 3 | 0 | -4 | -13 | 0 | 3
Cc1cccc(NC(=O)CSCC(=O)Nc2cc(S(=O)(=O)N3CCOCC3)ccc2N2CCCC2)c1 | 0.4 | -1 | -3 | -3 | 4 | -1 | 0 | -6 | -4 | -8
COC(=O)c1ccc2nc(-c3ccc4c(c3)OCO4)cn2c1 | 0.2 | 16 | -5 | -4 | 9 | -36 | 5 | 14 | -1 | -61
Cc1cccc(NC(=O)CSc2nc3c(c(=O)[nH]2)CCC3)c1C | -0.2 | 2 | 3 | 2 | -1 | 1 | -7 | 8 | 0 | 4
CCOC(=O)c1cccc(NC(=O)CN(C)S(=O)(=O)c2ccc(Cl)s2)c1 | -0.1 | 0 | . | 2 | -2 | -2 | 5 | . | -1 | 0
O=C(Nc1ccccc1)C1COc2ccccc2O1 (stereo unspecified) | 0.7 | 3 | 17 | 2 | 1 | 7 | -1 | 1 | 1 | -8
CC(=O)Nc1cccc(Oc2ncnc3scc(-c4ccccc4)c23)c1 | -0.2 | -1 | 0 | 2 | 6 | -1 | 2 | 6 | 5 | 1
CC1CCCN(CCC(=O)Nc2ccccc2)C1 (stereo unspecified) | -0.6 | 1 | 5 | -3 | 8 | -3 | -7 | 5 | -7 | -1
Cc1cc(=O)[nH]c(Nc2cccc(F)c2)n1 | -0.3 | 0 | -8 | -5 | 9 | -2 | 2 | 9 | 0 | -11
Later entries
SMILES | proKLK7 act | UHRF1 binding | ARFGAP1 inh | ADAM17 inh | MBD2 DNA inh | PLC-gamma1 inh | Tn7 DDE FP | ASAP1 GAP inh | DDE Tn6 FP inh | PLC-beta3 inh
COc1ccccc1CNC(=O)CN1C(=O)NC2(CCCCCCC2)C1=O | -1.3 | 3 | -4 | -5 | 2 | -3 | 8 | 0 | 2 | 1
O=C(NNc1c(F)c(F)cc(F)c1F)c1ccc(Cl)nc1 | 0.0 | 14 | 3 | -4 | 12 | -2 | 7 | -12 | -1 | -7
c1ccc(-c2noc(-c3ccncc3)n2)nc1 | -0.1 | 2 | -7 | 1 | 2 | 0 | -7 | 6 | 6 | -2
CCOc1cc(C(=O)N2CCC(CC3CC(c4ccccc4)=NO3)(C(=O)NCc3ccc(OC)cc3)CC2)cc(OCC)c1OCC (stereo unspecified) | 0.9 | 1 | -4 | 9 | 2 | -1 | -3 | 21 | -2 | 4
COc1cc(/C=C/C(=O)NCC(=O)N2CCC(N(C)CCN3CCOCC3)CC2)ccc1OC(C)C | 1.8 | -2 | 22 | -33 | -2 | -24 | 5 | -1 | 4 | -29
O=C(Nc1c(F)cccc1F)c1ccc(-n2cncn2)nc1 | -0.6 | 1 | 9 | -6 | 4 | -1 | -6 | -9 | 7 | 0
CCOC(=O)C(C#N)c1ccccn1 (stereo unspecified) | 0.0 | -2 | -12 | 0 | -7 | -3 | 5 | -11 | 1 | -2
CCOc1ccc2nc(Cl)c(CN(C(C)=O)C3CCCCC3)cc2c1 | 0.3 | 3 | -2 | -1 | -3 | 1 | -2 | 6 | 5 | -1
COc1ccc(N2CCN(c3oc(Cc4ccccc4)nc3C#N)CC2)cc1 | -0.1 | 1 | 0 | 1 | 5 | 1 | -3 | -3 | 5 | 4
CCOC(=O)[C@H]1[C@H]2COc3ccc(Cl)cc3[C@@H]2N2C(=O)CN(C)C(=O)[C@@]12C | 0.5 | 3 | 7 | -4 | -4 | 4 | 0 | 5 | -1 | -2
C=CCn1c(-c2cnn(-c3ccccc3)c2N)n[nH]c1=S | -0.3 | 4 | 1 | 6 | -3 | 2 | 0 | -7 | -10 | -5
CS(=O)(=O)N(CC(=O)N1CCN(c2ccccc2F)CC1)c1ccc2c(c1)OCCO2 | -0.8 | 1 | 34* | -4 | 1 | -1 | 2 | -6 | 5 | 3
CC(C)CCNC(=O)C12CN(Cc3ccccc3)CC1C(c1ccc([N+](=O)[O-])cc1)=NO2 (stereo unspecified) | -0.1 | 1 | -14 | -5 | 4 | 4 | -4 | 7 | -8 | -4
CC(C)NS(=O)(=O)c1ccc(CCC(=O)NCc2ccncc2)cc1 | 0.4 | -1 | -7 | 3 | -1 | 5 | -6 | -4 | 3 | 2
O=C(O)c1cnc(-c2ccccc2)nc1Oc1ccc(Cl)cc1 | 0.1 | -1 | -12 | -3 | -2 | 1 | 2 | 1 | 7 | 2
O=C(Cc1ccc(-c2ccccc2)cc1)NC1CCCC1 | 0.1 | 0 | -2 | -2 | 7 | 1 | -4 | 6 | -5 | -2
COc1ccc(OCc2nc3ccccc3n2C(C)C)cc1 | -0.3 | -2 | 1 | -1 | -3 | -2 | 4 | -9 | -3 | -2
COc1ccc2cc(C(=O)N/N=C/c3sc4ccccc4c3O)ccc2c1 | -0.4 | -18 | -1 | -3 | -7 | -74 | -44 | 9 | -10 | -79
CCOC(=O)C(Cc1ccccc1)NC(=O)CCc1c(C)nc2nc(C)nn2c1C (stereo unspecified) | 0.1 | -2 | 5 | -1 | 1 | 0 | 1 | 6 | -1 | 4
CCOc1ccccc1N1CCN(C(=O)CC(C)(C)C)CC1 | -0.5 | 0 | 11 | 0 | 1 | 4 | -6 | -12 | 4 | -2
O=C(CSc1ncc(-c2ccccc2)n1CC1CCCO1)N1CCCCC1 (stereo unspecified) | -0.5 | -2 | 1 | -2 | 1 | 0 | 4 | -3 | 8 | 1
C=CCN=C1S/C(=C\N(C)C)C(=O)N1S(=O)(=O)c1ccc(C)cc1 | 0.8 | -5 | -8 | 3 | -6 | 2 | 1 | -8 | -3 | -2
Cc1ccccc1Nc1ncnc2[nH]ncc12 | -0.8 | 0 | -4 | 0 | -6 | 3 | 6 | -14 | 5 | -1
O=C(CCCN1C(=O)c2cccc3cccc(c23)C1=O)N1CCc2ccccc2C1 | -0.5 | 11 | -4 | -43 | 5 | -19 | 0 | -3 | 12 | -24
CCn1c(C)cc(=O)cc1-c1ccc(Cl)cc1 | 0.4 | 5 | -1 | 5 | 2 | 1 | 1 | 8 | 0 | -4
Cc1nc(C)c(C(=O)OCC(=O)N(C)c2ccccc2)s1 | -0.2 | -1 | -14 | 1 | -8 | -3 | 3 | -16 | 3 | -1
COc1ccc(NC2CCCN(C(=O)c3csc(C(C)C)n3)C2)cc1 (stereo unspecified) | 0.3 | -2 | -1 | -4 | -3 | 6 | -1 | 9 | 7 | -6
COc1ccc(C(=O)c2coc3ccc(O)c(CN4CCCC4)c23)cc1 | 0.2 | -1 | 13 | -3 | -5 | 0 | -9 | 14 | 2 | 1
C=CC[C@@]12C=C(OC)C(=O)C(OC)=C1O[C@H](c1ccc3c(c1)OCO3)[C@H]2C | 0.2 | 0 | -6 | -3 | 1 | -4 | 0 | -14 | -2 | -3
CCOC(=O)c1sc(NC(=O)CSc2nnnn2-c2ccccc2)nc1C | -0.7 | 4 | 4 | 0 | -2 | 5 | -3 | 4 | 5 | 0
